Bioassay records: PubChem BioAssay, several laboratories
SR-BI DiI inh – inhibitors of SR-BI mediated HDL lipid uptake, primary screen, ldlA[mSR-BI] cells, fluorescence, single point. ldlA[mSR-BI] CHO cells, DiI-HDL uptake fluorescence, 3 h. inhibition, % at 12.5 µM. hit rate 0.96% among 320,000. AID 488896, 2010;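 active = mean replicate inhibition of at least 70% and a set share of replicates each scoring 70 or more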;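 note: 0% = median of neutral control wells and 100% = median of positive control wells; values of inactives mirror those of a sister screen read the other way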
Target sequence (Q61009 whole entry, looked up): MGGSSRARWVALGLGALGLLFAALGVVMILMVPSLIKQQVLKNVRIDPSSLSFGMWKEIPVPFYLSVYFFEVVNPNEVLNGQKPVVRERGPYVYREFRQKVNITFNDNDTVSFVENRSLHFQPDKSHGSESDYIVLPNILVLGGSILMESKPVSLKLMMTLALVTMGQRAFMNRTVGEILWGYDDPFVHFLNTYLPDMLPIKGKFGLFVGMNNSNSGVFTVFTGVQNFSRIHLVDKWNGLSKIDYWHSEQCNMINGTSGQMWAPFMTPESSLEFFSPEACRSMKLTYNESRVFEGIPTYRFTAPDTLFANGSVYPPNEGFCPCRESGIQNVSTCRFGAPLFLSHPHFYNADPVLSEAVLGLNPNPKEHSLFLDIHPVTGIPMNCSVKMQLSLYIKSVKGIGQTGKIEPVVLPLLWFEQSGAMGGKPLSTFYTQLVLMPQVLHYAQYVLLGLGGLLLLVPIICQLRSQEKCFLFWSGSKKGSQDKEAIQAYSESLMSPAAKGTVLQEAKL
HTR5A ag ctr – HTR5A agonists in luminescence cell assay, primary screen, counter-screen for OPRM1-OPRD1 heterodimer agonist project, full-deck HTS; 5-hydroxytryptamine receptor 5A (Homo sapiens), P47898; cell-based; activation, % at 9.3 µM; hit rate 0.61% among 340,000; in the data active = activation mostly above about 9.5%, no sharp cut-off; inactive = mostly below about 7.6%;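 note: 0% = cells with vehicle only and 100% = reference agonist; strong numbers were not always called active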
Target sequence (P47898 whole entry, looked up): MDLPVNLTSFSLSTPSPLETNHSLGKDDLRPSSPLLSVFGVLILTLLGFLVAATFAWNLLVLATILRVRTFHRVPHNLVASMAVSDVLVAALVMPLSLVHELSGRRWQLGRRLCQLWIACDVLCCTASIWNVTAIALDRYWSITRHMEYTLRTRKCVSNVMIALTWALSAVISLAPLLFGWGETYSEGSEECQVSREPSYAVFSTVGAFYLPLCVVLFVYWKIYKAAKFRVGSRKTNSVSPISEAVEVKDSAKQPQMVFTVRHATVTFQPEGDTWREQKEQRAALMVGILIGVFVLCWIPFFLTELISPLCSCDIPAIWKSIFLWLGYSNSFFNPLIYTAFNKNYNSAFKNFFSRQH
Wnt bcat act – Wnt/beta-catenin pathway activators, primary screen, cell-based, plate reader, single point. Wnt/beta-catenin reporter cell assay, activator. activation, % at 9.35 µM. hit rate 1.2% among 300,000; in the data active = activation above about 30%, passing the limit was not always enough;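 note: 0% = neutral control wells and 100% = positive control wells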
MITF act – activators of MITF-driven TRPM1 promoter reporter, primary screen, cell-based, SK-MEL-5, luciferase, single point. SK-MEL-5 TRPM1-promoter luciferase, 24 h; % of positive control, neutral wells = 0. activation, % at 12.5 µM. hit rate 0.75% among 300,000. AID 588334, 2011;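 active = mean activation of at least 80% with every replicate also reaching 80%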;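 note: 0% = neutral control wells and 100% = parthenolide positive control wells; values of inactives mirror those of a sister screen read the other way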
V-ATPase pH – regulators of yeast V-ATPase proton pumping, primary screen, pHLuorin cytosolic pH fluorescence. S. cerevisiae. response, % at 10 µM. hit rate 0.37% among 350,000. AID 504577, 2011; in the data active = response mostly above about 7.3%, no sharp cut-off; inactive = mostly below about 5.4%; note: actives read high; inactives centre near 0; some compounds called inactive have numbers as strong as hits; reference of the scale not given here
HTR5A inv ctr – HTR5A inverse agonists in luminescence cell assay, primary screen, counter-screen for OPRM1-OPRD1 heterodimer inverse agonist project, full-deck HTS; HTR5A cell line, inverse agonism; inhibition, % at 9.3 µM; hit rate 0.083% among 340,000; AID 504634, 2011; in the data active = inhibition mostly above about 23%, no sharp cut-off; inactive = mostly below about 18%;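 note: 0% = cells with DMSO and 100% = no-cell wells with DMSO; some compounds called inactive have numbers as strong as hits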
dFosB act – activators of delta FosB homodimer, primary screen, biochemical, fluorescence polarization, TAMRA-CDK5 oligo, single point; Protein FosB (Mus musculus), P13346; purified delta FosB; percent of positive-control signal above neutral wells; activation, % at 25 µM; hit rate 0.99% among 340,000; AID 493131, 2011;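 active = mean activation above about 17%, with every replicate also reaching it, limit read from the data, passing the limit was not always enough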;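 note: fluorescence polarization rise as delta FosB binds a TAMRA Cdk5 AP-1 oligo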
PvdQ acylase – P. aeruginosa PvdQ acylase inhibitors, primary screen, biochemical, fluorescence, plate reader and imaging, single point | PvdQ acylase [Pseudomonas aeruginosa LESB58] | inhibition, % at 10 µM | purified PvdQ acylase | hit rate 0.063% among 340,000; in the data active = inhibition above about 30%, passing the limit was not always enough;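 note: 0% = vehicle neutral wells and 100% = reference inhibitor wells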
CDK5 p35 inh – inhibitors of human CDK5/p35 kinase, primary screen, biochemical, single concentration; hit rate 0.01% among 330,000; Cyclin-dependent kinase 5 (Homo sapiens) + Cyclin-dependent kinase 5 activator 1 (Homo …; Recombinant CDK5/p35, ADP-Glo luminescence, 60 min; AID 488839, 2010; inhibition, % at 10 µM;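 active = highest replicate inhibition of at least 50% and at least 75% of replicates reaching 50%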;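 note: plate controls were DMSO neutral control for no effect and GW8510 at 10 µM for full effect; many of its hits are not listed in these tables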
NSD2 inh – NSD2 histone methyltransferase inhibitors, primary screen, biochemical, AlphaScreen, single concentration, set 2; Histone-lysine N-methyltransferase NSD2 (Homo sapiens), O96028; NSD2 peptide methylation, 120 min; inhibition, % at 12.5 µM; hit rate 0.54% among 310,000; in the data active = inhibition above about 50%
* hit, by the source's call; . = no result given.

Values run as follows: SR-BI DiI inh	HTR5A ag ctr	Wnt bcat act	MITF act	V-ATPase pH	HTR5A inv ctr	dFosB act	PvdQ acylase	CDK5 p35 inh	NSD2 inh
Clc1ccccc1-c1nnc2sc(-c3ccccn3)nn12
    -3	-1	.	0	-4	1	-4	-11	-0.6	1
CSc1nc2nc3c(cc2c(=O)n1-c1ccccc1C)CCCC3
    1	-3	1	-38	0	9	-11	0	-1.3	.
Cc1cc(OCC(=O)Nc2ccc(OCc3ccccc3)cc2)nc(C(C)C)n1
    0	0	0	.	-2	-11	-7	1	-2.0	-1
COc1ccc(NC(=O)CN2CCN(C(C)=O)CC2)cc1S(=O)(=O)N1CCOCC1
    -13	-6	0	-2	-1	14	-3	-14	-4.4	-3
CN(Cc1cnccn1)C(=O)C1CCC(=O)N(CCc2ccc(Cl)cc2)C1 (stereo not given)
    -12	-3	0	3	1	-7	-4	-14	0.9	1
COc1ccc(-c2cc(C(=O)N3CC4(C)CC3CC(C)(C)C4)no2)cc1 (stereo not given)
    60	3	.	5	3	13	-12	-14	0.1	3
CCc1noc(C)c1C(=O)NNC(=O)c1nn(C)c(=O)c2ccccc12
    -32	-1	-2	0	3	2	1	5	-2.8	0
CC(=O)Nc1nc2n(n1)C(c1ccc(F)cc1)C=C(c1ccccc1)N2 (stereo not given)
    27	5	.	1	0	-8	-9	-4	0.0	-56
N#C/C(=C\c1ccncc1)c1ccccn1
    -14	-1	-2	.	-4	3	3	5	1.9	0
Cc1ccc(NC(=O)c2cc(S(=O)(=O)N3CCCCC3)ccc2N2CCOCC2)cc1S(=O)(=O)N(C)C
    1	3	-7	7	0	-9	-18	-14	-2.0	-2
Cc1ccc(NC(=O)COC(=O)CCc2c[nH]c3ccccc23)c(C)c1
    -10	2	3	.	-3	-5	1	-9	2.9	0
CCOCCn1c(CN2CCC(Cc3ccccc3)CC2)nc2c1c(=O)n(C)c(=O)n2C
    -23	2	-2	0	-2	1	-1	0	-0.3	-3
COc1ccc(C(=O)CCC(=O)N2CCN(c3cccc(Cl)c3)CC2)cc1
    9	1	0	.	0	-2	2	-11	-0.2	.
COC(=O)Cn1c(=NC(=O)CCS(=O)(=O)c2ccccc2)sc2c(OC)ccc(OC)c21
    6	0	-1	-11	-8	12	-6	-9	0.8	-5
CCN(CC)CCCC1(CN)OCCc2ccccc21 (stereo not given)
    -6	4	.	8	-4	-11	2	-13	-1.4	-2
CCCCN(c1ccc(C(=O)OC)cc1)S(=O)(=O)c1ccccc1
    21	-2	0	-4	-2	5	-3	-11	0.1	-12
CC(C)[C@H](NS(=O)(=O)c1cccc(C(F)(F)F)c1)C(=O)OCC(N)=O
    -18	3	-1	13	-2	-20	-15	-10	-3.1	2
Cc1ccc(CNC(=O)CCC(=O)Nc2nnc(C(C)C)s2)cc1
    -5	-1	-5	-2	1	-10	-13	-9	-1.1	.
COc1ccc(-c2cn(Cc3ccc(C(N)=O)cc3)c(CCN)n2)cc1
    -9	-4	2	10	1	0	-2	-6	1.1	.
COc1ccc(C(=O)NNC(=O)c2cc(C)[nH]n2)cc1
    1	-2	-2	8	-3	4	2	1	1.4	0
COc1ccccc1NC(=O)N1CCn2c(nc3ccccc32)C1
    25	.	.	2	5	.	0	-8	-0.9	10
O=C(C1CCN(S(=O)(=O)N2CCOCC2)CC1)N1CCN(c2ccc(F)cc2)CC1
    8	4	-1	-12	-2	3	-2	-8	-3.0	-1
COc1ccccc1CN1C(=O)CCC1(C)C(=O)NCc1cccnc1 (stereo not given)
    -34	0	13	.	0	9	4	-4	-0.3	-3
COc1ccc2c(O)c(-c3c(C)cc(C)cc3C)c(=O)[nH]c2c1
    .	7	-1	.	-2	19	1	-22	-4.7	0
CCC(C)N(CCNC(=O)c1ccc(NC2=NC3CS(=O)(=O)CC3S2)cc1)Cc1ccco1 (stereo not given)
    -30	-1	-2	-4	2	3	0	-8	-0.8	.
O=S(=O)(/N=C(/Nc1ccc(Cl)c(S(=O)(=O)N2CCOCC2)c1)c1ccc(F)cc1)c1ccccc1
    6	3	-4	1	5	-11	2	-13	-1.3	-1
CC(=O)c1sc(NC(=O)c2ccco2)nc1-c1ccccc1
    -18	4	.	67	0	-10	-21	-7	-1.3	.
Cc1ccccc1C(=O)NNC(=O)CN1C(=O)c2ccccc2C1=O
    -15	-6	-4	-13	0	15	2	-9	-1.6	49
CC(C)(C)c1ccc(C(=O)OCC(=O)Nc2sc3c(c2C#N)CCC3)cc1
    -4	1	-1	14	-7	-2	0	2	-0.7	-2
COc1nc(OC)nc(N(C)CCO)n1
    -33	-1	.	-2	-2	9	4	-6	0.6	-2
CN(C)CC1CCCCC1OC(=O)c1ccc(S(=O)(=O)N(C)c2ccccc2)cc1 (stereo not given)
    -24	-6	0	-7	4	-1	-10	-10	-0.7	0
CCOc1ccc2c(c1)C(N(CCN1CCOCC1)C(=O)Nc1ccccc1)CC(C)(C)O2 (stereo not given)
    .	2	-2	0	1	3	-9	-3	-1.4	.
Cc1nc2ccc(NC(=O)C3CCN(S(=O)(=O)c4cccs4)CC3)cc2s1
    20	1	1	.	-3	-3	-20	1	0.1	-6
O=C(COc1ccc(Cl)cc1Cl)Nc1ccccn1
    -43	0	0	-80	3	14	-3	-9	11	1
COCCNC(=O)CN(Cc1ccccc1)C(=O)CCC(=O)Nc1nccs1
    -8	-5	3	8	2	-6	-1	-13	2.2	-4
CCOc1ccc(C(=O)NCC(=O)NC(C)c2ccc(-n3ccnc3)cc2)cc1OCC (stereo not given)
    37	3	-2	-1	1	-9	-4	-7	-0.5	-3
NC(=O)c1sc2nc3c(c(-c4cccnc4)c2c1N)CCC3
    -10	-2	.	1	0	11	0	-15	3.1	2
Cc1cc(C)c(S(=O)(=O)c2ccccc2Cl)c(=O)[nH]1
    3	-2	0	-7	-4	6	0	11	1.9	-5
COc1ccc(CCNC(=O)c2cnc(Cl)c(Cl)c2)cc1
    3	0	-1	-1	1	0	-5	-8	0.0	-4
C=CCn1c(C)cc(C(=O)CN2C(=O)NC3(CCCc4ccccc43)C2=O)c1C (stereo not given)
    -1	-7	.	17	-1	19	-4	-14	1.2	-2
CCOC(=O)c1c(NC(=O)CN2CCN(C(=O)C3CCCO3)CC2)sc(C)c1C (stereo not given)
    2	7	-1	-2	4	-25	-6	-4	-3.3	3
CCN(CC)S(=O)(=O)c1ccc(N/N=C/c2cc(OC)c(OC)cc2OC)nc1
    8	3	.	-1	0	26	-8	-9	0.4	-1
Cc1cc2nc(SCCOC(=O)Nc3ccc(Cl)cc3)nc(C)c2cc1C
    .	1	.	10	3	-27	-8	1	-1.6	-3
O=C(CCNC(=O)N1CC(=O)Nc2ccccc21)Nc1ccc(Br)cc1F
    -13	2	2	-4	0	-8	4	-14	-4.7	-2
Cc1nc2c(C(=O)NCc3ccco3)cnn2c(C)c1Cc1ccc(F)cc1Cl
    28	0	.	12	-5	-3	-11	-3	0.4	.
CCc1noc(C)c1C(=O)OCC(=O)c1ccc(NC(C)=O)cc1F
    14	0	-5	-8	17*	-2	-16	-2	-7.0	-1
C[C@H](NC(=O)c1[nH]cnc1C(=O)Nc1ccccc1)C(=O)OC(C)(C)C
    2	7	-1	-5	0	8	-1	0	0.3	.
Cc1nc(N2CCOCC2)nc(N2CCCC2)c1[N+](=O)[O-]
    11	3	0	-4	-1	8	0	3	-0.4	2
Cc1ccccc1NC(=O)N1CCC(NC(=O)C2CCCCC2)CC1
    5	-5	-2	4	3	15	2	-9	-1.8	-5
Cc1ccc(-c2nn3c(-c4ccco4)nnc3c3ccccc23)cc1S(=O)(=O)NCC1CCCO1 (stereo not given)
    1	-2	.	.	-1	-5	-25	-5	-0.4	-4
O=C1c2ccccc2NC(c2ccc(Cl)cc2Cl)N1Cc1ccccc1 (stereo not given)
    16	-3	.	-7	2	6	-6	-19	-1.6	-1
COc1ccc(-c2cc(=O)oc3cc(OCC(=O)Nc4ccc(CCO)cc4)ccc23)cc1
    18	1	-2	-11	-1	-2	22*	4	-0.5	-13
Cc1ccc(S(=O)(=O)Cn2nnnc2C(c2ccccn2)N2CCN(c3ccccc3)CC2)cc1 (stereo not given)
    -13	-1	-4	5	-3	-20	-10	-6	-1.6	9
CC(=O)CSc1nnc(CN2C(=O)CSc3ccc(C(F)(F)F)cc32)n1C
    21	1	-2	.	4	12	2	-1	-1.7	0
CC(C)(C)c1ccc(C(=O)c2c[nH]c(C(=O)NCCc3ccccn3)c2)cc1
    -8	9.4*	-2	11	-3	-26	1	-7	-0.8	-1
CCOc1ccc(/C=C2\SC(=S)N(CC(=O)N(CCO)C(C)(C)C)C2=O)cc1
    66	-2	1	2	1	7	-8	-13	1.5	1
CCOC(=O)Cc1csc(NC(=O)CCN2C(=O)c3ccccc3C2=O)n1
    15	2	.	3	-2	16	-4	8	-0.6	-3
O=C(C1CCCN1S(=O)(=O)c1cccc2nsnc12)N1CCCCC1 (stereo not given)
    -7	1	4	7	-3	-1	6	1	1.4	.
CCCCCCSc1cc(-c2nc3cnccn3c2NCCCC)ccc1OC
    40	-2	.	7	-1	2	-3	-18	0.2	.
COC(=O)CN1C(=O)Nc2ccc(Br)cc2C1c1ccccc1 (stereo not given)
    -3	4	1	-12	0	-16	3	1	0.1	1

(listing goes on)
Values run as follows: SR-BI DiI inh	HTR5A ag ctr	Wnt bcat act	MITF act	V-ATPase pH	HTR5A inv ctr	dFosB act	PvdQ acylase	CDK5 p35 inh	NSD2 inh
CCCCc1ccc(NC(=O)Nc2cc(C)nn2C)cc1
    -4	-1	.	-8	2	2	-5	5	0.1	-2
O=C(CSC(=S)N1CCCC1)N1CCN(S(=O)(=O)c2cccc([N+](=O)[O-])c2)CC1
    -32	7	1	-1	-5	-27	-5	2	-0.1	3
CCc1nnc(N/N=C\c2ccc(OC(C)=O)c(OC)c2)n1N
    1	2	1	-9	-5	-8	3	3	2.3	.
C=CCOc1ccccc1CN(C(=O)CCl)c1ccc2c(c1)OCO2
    -10	53*	5	-48	0	-142	-10	-5	1.6	1
COCCn1c(C)cc(/C=C(\C#N)C(=O)OCC(=O)Nc2ccc(S(N)(=O)=O)cc2)c1C
    -3	1	2	-2	-2	10	8	-4	1.0	5
Cc1ccccc1N1CC(C(=O)Nc2ccncc2)CC1=O (stereo not given)
    -3	9	-4	-5	-3	0	3	-13	-0.3	0
CC1C/C(=N\NC(=O)c2ccc(NS(=O)(=O)c3ccc(Br)cc3)cc2)CC(C)(C)C1 (stereo not given)
    -1	-3	-3	13	0	7	-4	1	0.4	34
